Assay outcomes from PubChem BioAssay.
RXFP1 antagonist – antagonists of human relaxin receptor RXFP1; HEK293-RXFP1, relaxin-stimulated cAMP HTRF, 30 min; hits give low values; Q9HBX9; activity change, negative = inhibition, % at 57.5 µM; 350,000 compounds, 0.59% hits;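 active means activity change of -60% or lower, but not beyond a set lower limit; inconclusive means change between -60% and -40%, or beyond the set limit; inactive means change above -40%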; further: on the % scale 0 is the no-effect control and ±100 the full control effect
D1 PAM – potentiators of human D1 dopamine receptor. 360,000 compounds, 0.036% hits. potentiation, % at 10 µM. HEK293 TREx D1 cells, calcium flux, dopamine EC20 potentiation; in the data active means potentiation above about 30%; further: 0% is about no effect
Target sequence (P21728 whole entry, looked up): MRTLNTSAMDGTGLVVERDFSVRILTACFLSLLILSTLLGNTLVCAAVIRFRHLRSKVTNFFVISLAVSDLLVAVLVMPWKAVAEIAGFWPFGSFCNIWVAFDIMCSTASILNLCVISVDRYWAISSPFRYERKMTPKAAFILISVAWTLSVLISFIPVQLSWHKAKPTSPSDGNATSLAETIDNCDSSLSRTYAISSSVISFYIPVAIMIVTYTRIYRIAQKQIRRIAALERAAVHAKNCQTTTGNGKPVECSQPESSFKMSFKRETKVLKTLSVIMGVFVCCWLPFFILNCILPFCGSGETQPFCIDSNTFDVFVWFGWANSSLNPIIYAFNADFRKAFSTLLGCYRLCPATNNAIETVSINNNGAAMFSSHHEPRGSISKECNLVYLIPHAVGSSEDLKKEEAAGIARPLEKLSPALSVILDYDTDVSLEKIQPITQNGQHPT
D1 antag – human D1 dopamine receptor antagonism; AID 504652; HEK293 TREx D1 cells, calcium flux, dopamine EC80; hits give low values; activity change, negative = inhibition, % at 10 µM; 360,000 compounds, 3.2% hits; P21728; in the data active means activity change below about -30%; further: on the % scale 0 is the no-effect control and ±100 the full control effect
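HEK293 T-REx cells expressing inducible, force-coupled D1 receptor; no-wash Ca dye, 30–90 min RT. Cmpd → 180 s read at 1 Hz → EC80 DA → 180 s read.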
D1 ag – agonists of human D1 dopamine receptor | P21728 | HEK293 T-REx D1 cells, calcium flux, agonist mode | activation, % at 2 µM | 360,000 compounds, 1% hits; in the data active means activation above about 30%; further: 0% is about no effect
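Tetracycline-induced HEK293 TREx D1 cells, force-coupled to calcium signalling, were dye-loaded with a no-wash calcium kit. Compound was pin-added after a 10 s baseline. Fluorescence was read kinetically at 1 cycle/s for 180 s, with calcium rises flagged as agonism.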
TRHR PAM – allosteric enhancers of human TRH receptor; P34981; TRHR cells, fluo-8 calcium fluorescence, EC20 TRH enhancement; enhancement, % at 2 µM; 360,000 compounds, 0.66% hits; AID 493056; in the data active means enhancement above about 30%; further: 0% is about no effect
Target sequence (P34981 whole entry, looked up): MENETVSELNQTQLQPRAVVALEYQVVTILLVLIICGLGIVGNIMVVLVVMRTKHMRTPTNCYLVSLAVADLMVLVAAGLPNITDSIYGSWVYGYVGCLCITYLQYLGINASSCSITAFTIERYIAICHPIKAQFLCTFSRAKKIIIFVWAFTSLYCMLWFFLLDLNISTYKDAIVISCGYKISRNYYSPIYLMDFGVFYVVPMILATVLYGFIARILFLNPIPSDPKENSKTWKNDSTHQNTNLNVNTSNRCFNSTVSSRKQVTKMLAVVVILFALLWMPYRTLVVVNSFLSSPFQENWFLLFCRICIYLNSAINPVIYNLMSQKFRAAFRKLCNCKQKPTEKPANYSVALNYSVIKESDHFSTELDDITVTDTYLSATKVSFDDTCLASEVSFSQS
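Enhancer read-out: after compound pinning and an initial kinetic agonist-mode read, an EC20 of TRH (10 nM final) was injected and fluo-8 calcium signal (Ex 480/Em 530) followed at 1 s/cycle for 100 cycles in TRHR-expressing cells.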
Anesthetic bind – candidate novel general anesthetic via apoferritin binding; apoferritin/1-aminoanthracene competitive binding, fluorescence; Potency, µM (highest dose often 77.5 µM), for inactives: top-dose activity change, negative = displacement, actives largely listed as inhibitors; 350,000 compounds, 0.074% hits; further: potency means the concentration at half of the fitted maximal effect; on the % scale 0 is the no-effect control and ±100 the full control effect; nearly all actives have a fitted effect of over 20% in size
Target sequence (P02791 2-175 limits assumed): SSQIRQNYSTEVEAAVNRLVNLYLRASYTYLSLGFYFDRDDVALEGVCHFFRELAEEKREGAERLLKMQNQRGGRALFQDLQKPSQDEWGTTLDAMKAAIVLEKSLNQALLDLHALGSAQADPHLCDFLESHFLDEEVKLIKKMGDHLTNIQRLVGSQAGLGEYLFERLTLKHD
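Apoferritin-based anesthetic binding model; compound displacement of fluorescent 1-AMA measured as endpoint fluorescence after 10 minutes at room temperature, scaled to free-ligand and complex controls.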
D2 PAM – positively modulates the human D2 dopamine receptor allosterically; 340,000 compounds, 0.34% hits; P14416; potentiation, % at 10 µM; AID 485347; HEK293 T-REx D2, calcium flux, EC20 dopamine potentiation;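 active means potentiation over 3 SD above the plate norm, cut at about 30% in these data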; further: 0% is about no effect
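Potentiation of an EC20 dopamine calcium response is measured in a force-coupled, tetracycline-inducible Hek293 Trex D2 line. Compound-only kinetic reads over 180 s flag agonists before dopamine addition.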
RXFP1 ag – agonists of human relaxin receptor RXFP1; Potency, µM (doses to about 57.5 µM), without a hit: at the highest dose activation, most hits filed as activators; AID 2676; Q9HBX9; 370,000 compounds, 0.3% hits; HEK293T-RXFP1 cAMP TR-FRET, 30 min; response scale: percent of porcine relaxin response, buffer zero; further: potency means the concentration at half of the fitted maximal effect; on the % scale 0 is the no-effect control and ±100 the full control effect; nearly all actives have a fitted effect of over 60% in size; many of its hits are not listed in these tables
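cAMP rise read by TR-FRET after 30 min, 37C compound exposure (up to 58 uM) in RXFP1-transfected HEK293 cells with Ro 20174 present. EC50 from Hill-equation fits, with 29 nM porcine relaxin as 100% and buffer as basal.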
TRHR agonist – activates the human TRH receptor; P34981; TRHR cells, calcium flux fluo-8, FDSS agonist mode; activation, % at 2 µM; 360,000 compounds, 0.18% hits; AID 493084; in the data active means activation above about 30%; further: 0% is about no effect
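Steps: seed TRHR cells overnight; add fluo-8 no-wash Ca dye, RT 30 min–1.5 h; record 10 s baseline; pin-transfer compounds; monitor fluorescence 1 cycle/s for the agonist window. Calcium increases flag candidate agonists.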
Active calls of the source: *; ? = inconclusive; / = not tested or not shown; & = joins results of further samples; [ ] = another dose, or the depositor's remark. Unless noted, the call rests on the fitted dose curve; in most records, active means well fitted curve in the direction sought with a large enough effect; inconclusive means small, poorly fitted or top-dose-only effect, or another doubt; inactive means no such curve, though single readings can be large; an effect the other way counts as inactive or inconclusive. This is a subset; rates above refer to the full screens.

SMILES | RXFP1 antagonist | D1 PAM | D1 antag | D1 ag | TRHR PAM | Anesthetic bind | D2 PAM | RXFP1 ag | TRHR agonist
CCOc1ccc(NC(=S)N2c3ccccc3CC2C)cc1 (configuration not stated) | -3 | -2 | -3 | 3 | -1 | -5% | 3 | -1.3% | -0.2
O=C(NCc1ccc(Cl)cc1)c1ccc2c(=O)n(CC3CCCO3)c(=S)[nH]c2c1 (configuration not stated) | -25 | -1 | -10 | 1 | -1 | -5% | -17 | 2.7% | 0.4
COc1cc(/C=C/C(=O)OCC(=O)N2CCC(C)CC2)ccc1OCC#N | 4 | -2 | -20 | 1 | 4 | / | -3 | 3.1% | -0.1
COc1ccc2c3c(c(=O)oc2c1)C1O[C@](c2ccsc2)(Cc2cc(C#N)ccc21)O3 | / | 1 | -10 | 2 | -8 | -11%[15.3 µM] | / | -0.5%[11.5 µM] | 0.0
CC1SCC(=O)N(CC(=O)NCc2ccccc2)C1=O (configuration not stated) | 5 | -6 | -12 | 0 | -4 | -10% | -6 | 1.3% | 0.4
CCNC(=S)Nc1ccc(N(c2ccccc2)C(C)C)cc1 | 11 | -8 | -1 | 1 | 3 | ? | -4 | -4.1% | 0.1
COc1ccc(NC(=O)CSCC(=O)Nc2cccc3ncccc23)cc1 | -3 | 5 | -16 | 0 | 3 | / | 0 | -1.6% | 0.6
COc1cc(OC)c(NC(=O)N2CCC(CN3CCCC3)CC2)cc1Cl | -1 | -2 | 0 | -2 | 4 | -1% | 0 | 0.8% | -0.5
Cc1cccc(NC(=O)CSc2nc(=O)n(Cc3ccncc3)c3c2CCC3)c1C | / | -2 | / | -1 | -4 | 0% | -6 | 1.3% | -0.2
O=C(NNC(=O)c1oc2ccccc2c1-n1cccc1)c1ccco1 | 12 | -4 | 6 | 0 | -3 | -19% | 0 | 4.2% | -0.1
Cc1cccc(OCC(=O)Nc2c3c(nn2C(C)(C)C)CS(=O)(=O)C3)c1 | -1 | 4 | -9 | 3 | -5 | -4% | -7 | 0.2% | 0.0
O=C(c1ccc(F)c(F)c1)N1CCCc2ccccc21 | -7 | -9 | 11 | -2 | 5 | ? | 5 | -2.2% | -0.3
Cc1nn(C)cc1S(=O)(=O)NCc1ccccc1Cl | 0 | -3 | -5 | 0 | -3 | -2% | 13 | 0.1% | -0.2
C=C(C)CCC(C)N1CCC(n2nccc2NC(=O)CCCc2ccccc2)CC1 (configuration not stated) | -6 | -4 | 29 | 4 | -3 | -15% | -18 | 2.1% | 1.0
CC1=C(C(=O)Nc2ccc(C)cc2C)C(c2ccccc2)n2ncc(C(=O)Nc3ccccc3)c2N1 (configuration not stated) | -27 | 0 | 2 | 0 | 6 | -1% | -6 | 2.4% | -0.8
COc1ccc(C(=O)N(Cc2cccs2)C2CCS(=O)(=O)C2)cc1 (configuration not stated) | 9 | -9 | 7 | 3 | -1 | 3% | -1 | -0.5% | 0.5
CCc1cc2ccc(C)cc2nc1SCC(=O)NNC(=O)c1ccco1 | 1 | 7 | 0 | 4 | 7 | 0% | 1 | 0.4% | -1.4
Cc1ccc(/C=C/C(=O)NC2=NCCS2)cc1 | / | -6 | 1 | 0 | -4 | -2% | 8 | 0.3% | -0.5
C=C(C)c1cccc(C(C)(C)NC(=O)N2CCC(C)CC2)c1 | / | -9 | -43* | 0 | -9 | -16% | / | -0.8% | 0.0
O=C(NC1CC1)C(=O)c1c(-c2ccccc2)[nH]c2ccccc12 | 6 | -2 | -3 | -4 | 7 | -10% | 3 | 0.1% | -0.7
Cc1ccc(NC(=O)CN2C(=O)S/C(=C\c3ccccn3)C2=O)cc1C | -1 | -2 | -12 | 2 | -7 | 1% | 4 | 1.4% | 0.4
O=C1C=C(c2ccc(-c3ccccc3)cc2)C[C@@H](c2ccc(Cl)cc2)C1 | / | -13 | -36* | 2 | -1 | / | 2 | -1.4% | 0.9
COc1ccc(S(=O)(=O)NCc2ccco2)cc1C(=O)N1CCCCC1 | -5 | -2 | -4 | 2 | -2 | -9% | -6 | 0.7% | 0.0
Cc1ccc(C(=O)NCC(=O)N/N=C/c2cccs2)cc1C | -8 | -1 | 4 | 0 | 15 | ? | -13 | 1.0% | 0.8
CC(C)(C)N1CC(C(=O)Nc2ccc(S(=O)(=O)N3CCCCC3)cc2)CC1=O (configuration not stated) | 0 | 1 | 1 | 3 | -1 | / | -1 | 0.3% | 1.0

The closing 4 records of the part above lead into the next:
SMILES | RXFP1 antagonist | D1 PAM | D1 antag | D1 ag | TRHR PAM | Anesthetic bind | D2 PAM | RXFP1 ag | TRHR agonist
O=C1C=C(c2ccc(-c3ccccc3)cc2)C[C@@H](c2ccc(Cl)cc2)C1 | / | -13 | -36* | 2 | -1 | / | 2 | -1.4% | 0.9
COc1ccc(S(=O)(=O)NCc2ccco2)cc1C(=O)N1CCCCC1 | -5 | -2 | -4 | 2 | -2 | -9% | -6 | 0.7% | 0.0
Cc1ccc(C(=O)NCC(=O)N/N=C/c2cccs2)cc1C | -8 | -1 | 4 | 0 | 15 | ? | -13 | 1.0% | 0.8
CC(C)(C)N1CC(C(=O)Nc2ccc(S(=O)(=O)N3CCCCC3)cc2)CC1=O (configuration not stated) | 0 | 1 | 1 | 3 | -1 | / | -1 | 0.3% | 1.0
Cc1ccc(C(=O)Nc2c(C)n(C)n(-c3ccccc3)c2=O)cc1 | 2 | 0 | 4 | 1 | 4 | 1% | -2 | -1.7% | 0.7
O=C(NC(=S)N1CCN(c2c(Cl)cccc2[N+](=O)[O-])CC1)c1cccs1 | / | -12 | -18 | 3 | 2 | -8% | 14 | 0.1% | -0.8
O=C(Nc1ccc(F)cc1)N(CCCN1CCOCC1)Cc1cc2cc3c(cc2[nH]c1=O)OCCO3 | -17 | -4 | 1 | 2 | 3 | -7% | 5 | 1.7% | -0.3
N#CCCN(Cc1ccccc1)S(=O)(=O)c1cccs1 | -1 | 0 | -2 | 2 | -4 | -12% | -10 | 0.2% | -0.8
CC1CN(C(=O)c2ccc3c(c2)OCO3)CC(C)O1 (configuration not stated) | -12 | 5 | 2 | 0 | 2 | 0% | 6 | 0.2% | 0.7
O=C1CC(C(=O)Nc2ccccc2)N=C(N2CCCCC2)N1 (configuration not stated) | -14 | -1 | 0 | 2 | 3 | -5% | 0 | -0.8% | -2.2
CC(=O)Nc1ccc(C(=O)CSc2nnc(Cc3ccccc3)o2)cc1 | 20 | -4 | / | 21 | -3 | -20% | 14 | -2.7% | -0.7
NC(=O)CSc1nnc(Cn2cnc3ccccc32)o1 | -3 | 1 | -20 | 4 | -1 | -2% | 9 | 5.5% | -0.3
Clc1ccc(/C=C/c2ncc[nH]2)c(Cl)c1 | 1 | -17 | -12 | 1 | -10 | -8% | -8 | 0.9% | -0.9
O=C(CN1C(=O)C2C3CCC(C3)C2C1=O)OCC(=O)c1cccc([N+](=O)[O-])c1 (configuration not stated) | 9 | -6 | -33* | 14 | -1 | 3% | 7 | -0.6% | 0.2
CC(C)Sc1nc2ccccc2[nH]1 | -2 | -1 | -9 | -4 | 0 | -16% | / | 4.4% | -1.3
COc1ccc(NC(=O)CNS(=O)(=O)c2cccs2)c(OC)c1 | -5&5 | -6&2 | -5&0 | 0&4 | -2&17 | -4%&-6% | 4&2 | -1.9%&0.9% | -0.2&-3.3
Fc1ccccc1Cc1noc(CN2CCN(c3ccc(Cl)cn3)CC2)n1 | -16 | -5 | -13 | 0 | -7 | -14% | 12 | 1.1% | 0.1
Cc1c(Cl)ccc(S(=O)(=O)N2CCN=C2c2ccccc2)c1Cl | 8 | -6 | -16 | 3 | 2 | -7% | 1 | -0.5% | 0.3
Cn1c(=O)[nH]c(=O)c2c1nc(N1CCCCCC1)n2Cc1cccc2ccccc12 | -8 | 1 | -14 | 2 | -3 | -13% | 5 | 0.4% | 0.0
COc1ccc(NC(=O)CSc2nnc(NC(=O)C3CC3)s2)cc1OC | -1 | -13 | -36* | 1 | 14 | 0% | -4 | 0.1% | 0.8
CC1CCc2nc(NC(=O)CCSc3ccccc3)sc2C1 (configuration not stated) | / | 7 | 4 | 4 | 3 | 0% | -4 | 2.9% | -0.1
CS(=O)(=O)N1CCC(NC(=O)Cc2ccccc2)CC1 | 2 | 1 | -9 | 7 | 3 | -7% | -9 | 2.8% | 1.0
O=C(NC1=NCCS1)c1ccc(Cl)cc1 | 5 | 0 | 3 | 0 | -1 | 0% | 19 | 1.0% | -0.5
CCOc1ccccc1C(=O)OC(C)C(=O)Nc1ccc(S(=O)(=O)N2CCCC2)cc1 (configuration not stated) | 0 | 7 | 14 | 2 | 13 | / | -9 | 0.4% | -0.4
CC1(C)CC(=O)C=C(c2ccc(Cl)c(C(F)(F)F)c2)C1 | / | 7 | / | 0 | 0 | / | -7 | 0.8% | -0.7
O=C(CNC(=O)N1CC(=O)Nc2ccccc21)Nc1ccc(Cl)cc1 | -61* | -4 | 5 | 3 | 0 | -1% | 14 | 0.9% | 0.3
CCCCNC(=S)N1CCN(c2ccc(C(C)=O)cc2)CC1 | -2 | -9 | -17 | 14 | 1 | -2% | -4 | 7.4% | 0.5
Cn1c(=O)c2c(SC3CCCC3)nc(C3CC3)nc2n(C)c1=O | 2 | 0 | 7 | 2 | 5 | -5% | -21 | 1.1% | -1.0
NC(=O)N=Nc1c(O)n(Cc2ccccc2)c2ccc(Br)cc12 | -11 | 7 | 3 | 0 | -2 | -14% | 0 | 2.2% | -0.7

More compounds:
SMILES | RXFP1 antagonist | D1 PAM | D1 antag | D1 ag | TRHR PAM | Anesthetic bind | D2 PAM | RXFP1 ag | TRHR agonist
O=C(NNC(=S)NC(=O)c1ccccc1Cl)c1cccc([N+](=O)[O-])c1 | 9 | 3 | -11 | 11 | 5 | -4% | -3 | 2.0% | 1.1
Cc1cc(C(=O)NN)c2cc(Br)ccc2n1 | -1 | -8 | -35* | 1 | -11 | -23% | 11 | 2.3% | 0.1
COC(=O)c1ccc(N(C(=O)c2ccco2)C(C(=O)NC2CCCC2)c2ccco2)cc1 (configuration not stated) | 4 | -3 | 8 | 1 | -5 | -15% | -1 | 0.6% | 0.6
CCN1CCN(CC(=O)Nc2sc3c(c2C#N)CCC(C)C3)CC1 (configuration not stated) | -11 | -4 | 1 | 18 | 3 | -7% | -12 | 0.8% | 0.8
CCOC(=O)c1c(-c2ccc(C)cc2)csc1NC1=NS(=O)(=O)c2ccccc21 | -13 | -6 | 8 | 1 | -13 | -7% | / | 8.8% | -0.3
O=C(Nc1nnc(-c2ccccc2)o1)c1nc2ccccc2s1 | / | -13 | -25 | 164* | -8 | -9% | -11 | -2.8% | 31*
